# RAD54 inh: blocks human RAD54 Holliday junction branch migration. inhibition, % at 10.4 µM. FAM/BHQ fluorescence. 360,000 tested, 0.14% active. AID 602329. Q92698;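 active means mean normalized replicate activity at least 40 and at least half of replicates scoring 40 or more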;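 further: 0% = median of neutral control wells and 100% = median of positive control wells; inhibitors cause a drop in the FAM fluorescence signal; in these data hits start at about 50%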
# Target sequence (Q92698 whole entry, looked up): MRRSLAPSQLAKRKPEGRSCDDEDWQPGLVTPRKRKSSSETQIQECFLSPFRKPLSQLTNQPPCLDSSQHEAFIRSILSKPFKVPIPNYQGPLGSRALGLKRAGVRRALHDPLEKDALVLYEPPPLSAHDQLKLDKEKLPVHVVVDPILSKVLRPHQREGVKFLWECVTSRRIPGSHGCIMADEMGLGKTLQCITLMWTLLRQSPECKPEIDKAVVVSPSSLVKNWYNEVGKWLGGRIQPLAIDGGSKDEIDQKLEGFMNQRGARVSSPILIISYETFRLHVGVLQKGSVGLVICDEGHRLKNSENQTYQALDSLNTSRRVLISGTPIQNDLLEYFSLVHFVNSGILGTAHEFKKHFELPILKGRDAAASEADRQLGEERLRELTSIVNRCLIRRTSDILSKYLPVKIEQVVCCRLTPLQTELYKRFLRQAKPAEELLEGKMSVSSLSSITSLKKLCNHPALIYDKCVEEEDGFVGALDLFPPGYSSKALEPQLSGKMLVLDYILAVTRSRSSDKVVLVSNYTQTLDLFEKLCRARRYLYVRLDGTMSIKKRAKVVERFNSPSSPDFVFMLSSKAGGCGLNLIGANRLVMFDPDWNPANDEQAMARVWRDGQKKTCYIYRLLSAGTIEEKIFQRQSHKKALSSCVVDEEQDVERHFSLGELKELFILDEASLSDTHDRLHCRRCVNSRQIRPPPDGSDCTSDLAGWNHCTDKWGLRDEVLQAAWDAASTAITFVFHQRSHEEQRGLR
# PglD DTNB: PglD (C. jejuni) enzyme inhibition. purified PglD enzyme, DTNB colorimetric CoA detection. inhibition, % at 12.5 µM. 360,000 tested, 0.098% active. AID 602405; in the data active means inhibition above about 16%, passing the limit was not always enough; further: strong numbers were not always called active
# RAD52 inh: blocks human RAD52 DNA annealing. P43351. recombinant RAD52 DNA annealing, FRET fluorescence. inhibition, % at 18.7 µM. 360,000 tested, 0.46% active;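 active means every replicate showing at least 50% inhibition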
# ERp5 inh: blocks human ERp5 reductase activity on insulin. inhibition, % at 9.99 µM. Q15084. AID 651711. ERp5 insulin aggregation, absorbance 650 nm, 90 min. 350,000 tested, 0.05% active;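 active means mean replicate inhibition above about 25%, with every replicate also reaching it, limit read from the data, passing the limit was not always enough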
# esBAF inh: inhibitors of esBAF chromatin remodeling in mouse ES cells; reporter increase, % at 12.5 µM; 350,000 tested, 2% active; Bmi1-luciferase knock-in reporter, 24 h; 100% = twice the neutral-well signal; AID 602393; in the data active means activation above about 40%;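 further: 0% = median of the plate's neutral control wells and 100% = double that signal; a rise in the Bmi1 reporter signal indicates esBAF inhibition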
# Casp6 inh: blocks human caspase-6 cleavage activity; P55212; purified caspase-6, Z-VEID-R110 cleavage fluorescence; inhibition, % at 12.5 µM; 350,000 tested, 0.53% active; AID 686996;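 active means mean inhibition across replicates at least about 35%, with every replicate also reaching that limit, limit read from the data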;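 further: 0% = median of neutral control wells and 100% = no fluorescence left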
# Target sequence (P55212 24-179 limits assumed): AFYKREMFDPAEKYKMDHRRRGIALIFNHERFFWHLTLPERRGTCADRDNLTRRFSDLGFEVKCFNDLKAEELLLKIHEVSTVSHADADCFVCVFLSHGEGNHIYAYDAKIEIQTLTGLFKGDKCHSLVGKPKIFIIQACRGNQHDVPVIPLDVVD
# Target sequence (P55212 194-293 limits assumed): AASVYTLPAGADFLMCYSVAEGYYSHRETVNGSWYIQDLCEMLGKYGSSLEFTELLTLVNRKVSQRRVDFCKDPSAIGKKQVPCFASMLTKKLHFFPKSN
# E-sel inducer: induces E-selectin expression in human endothelial cells | HUVEC E-selectin immunofluorescence imaging; normalized: neutral wells 0, TNF-alpha wells 100 | activation, % at 7.58 µM | 260,000 tested, 0.37% active;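 active means mean E-selectin-positive cell signal at least 10% of the positive control, reached in at least 60% of replicates, without over 20% cell loss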;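 further: in these data hits start at about 27%; measured in HUVEC primary endothelial cells; signal is the percent of cells scored E-selectin positive by PE staining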
#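 Test system – human umbilical vein endothelial cells (HUVEC), E-selectin induction · Input – 3,000 HUVEC seeded per well · Buffer or medium – EGM-2, gelatin · Compound dosing – single-point compound dose · Detection – immunofluorescence imaging · Measure – percent E-selectin-positive cells · Controls – TNF-alpha high, DMSO low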
# ARNT-TACC3 inh: disruptors of human ARNT/TACC3 interaction; Q9Y6A5; AlphaScreen His-ARNT PAS-B/GST-TACC3 binding, luminescence; TACC3 fragment carries E629A point mutation; inhibition, % at 9.99 µM; 390,000 tested, 0.66% active; AID 623870;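 active means mean inhibition of replicates at least 50% and at least half of replicates each reaching 50%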;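 further: 0% = complete ARNT plus TACC3 wells and 100% = ARNT alone without TACC3; many hits fall short of the cut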
# An asterisk follows results filed as active; . = not tested or not shown.
no. | smiles | RAD54 inh | ARNT-TACC3 inh | Casp6 inh | esBAF inh | RAD52 inh | PglD DTNB | E-sel inducer | ERp5 inh
1 | CCc1ccc(NC(=O)CS(=O)CC(=O)NCC2OCCc3ccccc32)cc1 (centres undefined) | -19 | -2 | . | -6 | . | -5 | . | .
2 | COc1ccccc1CN1CC(C(=O)N(C)CCc2ccccn2)CCC1=O (centres undefined) | 18 | . | -4 | -2 | 15 | -1 | . | -3
3 | COc1ccc(/C=N/NC(=O)c2nnn(-c3nonc3N)c2C)cc1OC | -2 | . | -1 | 2 | -29 | 4 | -1.3 | -6
4 | O=C(COC(=O)c1c2ccccc2cc2ccccc12)NCC(F)(F)F | 15 | -47 | . | 0 | . | -7 | . | .
5 | CN(Cc1nc(-c2ccc3c(c2)OCO3)no1)CC1(N2CCOCC2)CCCCC1 | 4 | -5 | 3 | 15 | -23 | 2 | 0.1 | 3
6 | COC(=O)c1ccc(Cn2cnc3c(sc4nc(N5CCOCC5)c5c(c43)CCCC5)c2=O)o1 | 3 | -2 | . | -11 | . | -7 | . | .
7 | CC(C)CNC(=O)COC(=O)C1c2ccccc2Oc2ccccc21 | -7 | 1 | 0 | -9 | -6 | -5 | -0.1 | 4
8 | CC(C)NC(=O)NC(=O)CN1C(=O)NC2(CCc3ccccc3C2)C1=O (centres undefined) | 9 | 0 | 5 | -12 | -4 | -3 | 0.1 | 3

# Records 1 to 4 of the list above:
no. | smiles | RAD54 inh | ARNT-TACC3 inh | Casp6 inh | esBAF inh | RAD52 inh | PglD DTNB | E-sel inducer | ERp5 inh
1 | CCc1ccc(NC(=O)CS(=O)CC(=O)NCC2OCCc3ccccc32)cc1 (centres undefined) | -19 | -2 | . | -6 | . | -5 | . | .
2 | COc1ccccc1CN1CC(C(=O)N(C)CCc2ccccn2)CCC1=O (centres undefined) | 18 | . | -4 | -2 | 15 | -1 | . | -3
3 | COc1ccc(/C=N/NC(=O)c2nnn(-c3nonc3N)c2C)cc1OC | -2 | . | -1 | 2 | -29 | 4 | -1.3 | -6
4 | O=C(COC(=O)c1c2ccccc2cc2ccccc12)NCC(F)(F)F | 15 | -47 | . | 0 | . | -7 | . | .

# The listing continues:
no. | smiles | RAD54 inh | ARNT-TACC3 inh | Casp6 inh | esBAF inh | RAD52 inh | PglD DTNB | E-sel inducer | ERp5 inh
9 | COc1ccccc1-n1c(C)cc(/C=C2\C(=N)N3N=C(CC(=O)N4CCOCC4)SC3=NC2=O)c1C | -12 | -25 | 5 | 1 | -30 | 5 | . | -3
10 | COC(=O)C(C(=O)OC)c1ccccc1NS(=O)(=O)c1cccc2ccccc12 | . | . | 2 | . | 6 | . | 0.0 | -3
11 | Cc1ccc(C(=O)NNC(=O)c2cccs2)cc1 | . | 27 | 1 | . | 3 | . | 0.0 | -5
12 | O=C(c1cccnc1)N1CC2(C1)[C@H](c1ccccc1)[C@@H](CO)N2CC1CC1 | . | . | -2 | . | 3 | . | 0.0 | 7
13 | C=CCn1c(=O)c(C(=O)Nc2cc(C)ccn2)c(O)c2ccccc21 | 1 | -1 | -1 | 3 | -5 | 0 | 0.0 | -1
14 | O=C(c1ccc2[nH]c(=O)c(=O)[nH]c2c1)N1CCN(c2ccccc2)CC1 | 3 | 20 | 2 | -3 | -10 | -1 | -0.1 | 6
15 | CCc1cccc(NC(=O)c2ccc(CNc3c(N4CCCC4)c(=O)c3=O)cc2)c1 | -1 | -5 | -2 | -4 | -15 | 5 | -0.4 | 5
16 | COc1cccc(C(c2nnnn2Cc2ccc(F)cc2)N2CCC(C(N)=O)CC2)c1OC (centres undefined) | 4 | -5 | . | -3 | . | -7 | . | .
17 | CCn1c2ccccc2c2cc(C3N=C(N)Nc4nc5ccccc5n43)ccc21 (centres undefined) | 3 | -5 | -3 | 3 | -12 | 1 | . | 2
18 | Cc1cc2c(cc1C)-n1nnnc1C(N(Cc1ccccc1)Cc1ccccc1)C(=O)N2 (centres undefined) | . | . | -1 | . | -8 | . | -0.2 | 1
19 | Cc1ccc(-n2nc3c(n2)/C(=N/O)CC/C3=N\O)cc1 | 3 | 0 | . | 21 | . | 3 | . | .
20 | CCn1c(=O)c(CCC(=O)N2CCN(c3ccccn3)CC2)c(C)c2c(C)nn(-c3cccc(C)c3)c21 | -10 | 5 | . | -15 | -10 | 4 | . | 5
21 | COc1cc(/C=C2/SC(=S)N(CC(=O)NNC(=O)c3ccc(F)cc3)C2=O)cc(OC)c1OC | 0 | . | 1 | -2 | -41 | -3 | . | 1
22 | COc1ccc(-c2csc3nc[nH]c(=O)c23)cc1OC | -11 | 10 | 3 | -7 | -13 | -1 | -0.1 | 4
23 | COc1ccc(N2CCN(C(=O)c3ccc(CNS(=O)(=O)c4cc(C)ccc4C)cc3)CC2)cc1 | 2 | . | 1 | 2 | -17 | -2 | 0.3 | 1
24 | Cc1nn(C)cc1NC(=O)c1nn(C)cc1[N+](=O)[O-] | -2 | -5 | 1 | -2 | -9 | -1 | . | 3
25 | O=C(Cc1cccc(NC(=O)C2CCCN(C(=O)C3CCCCC3)C2)c1)Nc1ccc(C(=O)N2CCCCC2)cc1 (centres undefined) | -6 | -2 | 2 | -2 | 0 | 1 | -0.1 | 2
26 | CCc1ccccc1N1CC(C(=O)N2Cc3ccccc3CC2C(N)=O)CC1=O (centres undefined) | . | . | 3 | -4 | -20 | . | -0.3 | 0
27 | CS(=O)(=O)Nc1ccc2c(c1)[C@H]1C[C@@H](CC(=O)NCc3ccc(Oc4ccccc4)cc3)O[C@@H](CO)[C@H]1O2 | -12 | 2 | 1 | 8 | -8 | 4 | -0.1 | -3
28 | COCCNC(=S)N1CCc2cc(OC)c(OC)cc2C1c1cccs1 (centres undefined) | 4 | -6 | 7 | 7 | -6 | -1 | 0.7 | 8
29 | Cc1cccc2cc(C(c3nnnn3Cc3ccccc3)N3CCN(c4ccccc4)CC3)c(=O)[nH]c12 (centres undefined) | 1 | -4 | . | 6 | . | 1 | . | .
30 | C#CCN1C(=O)C2(OCCO2)c2ccccc21 | -5 | 3 | -1 | -6 | -6 | -8 | . | 0
31 | CCC(=O)N1[C@H](CO)[C@@H]2c3ccccc3N(C(=O)Nc3cccc(Cl)c3)C[C@@H]21 | 1 | -13 | -3 | 4 | 7 | -2 | -0.3 | 0
32 | Cc1cc(NS(=O)(=O)c2ccc(NC(=O)c3ccc(Cl)cc3[N+](=O)[O-])cc2)no1 | 9 | 1 | 4 | -7 | -1 | 5 | 0.0 | 6
33 | C[C@H]1CN([C@@H](C)CO)C(=O)Cc2cc(NC(=O)CCC(F)(F)F)ccc2O[C@@H]1CN(C)Cc1ccc(C(F)(F)F)cc1 | -1 | -3 | 0 | 2 | -14 | 2 | 0.2 | 1
34 | O=C(NNc1cccc(Cl)c1)c1cccnc1Cl | . | -1 | 1 | . | -6 | . | . | -3
35 | COc1cc(-c2nc3cnccc3n2C)cc(OC)c1OC | -3 | 24 | . | -8 | . | -7 | . | .
36 | CCC(=O)N(C)C[C@H]1Oc2cc(-c3ccc(F)cc3)ccc2S(=O)(=O)N([C@H](C)CO)C[C@@H]1C | -9 | 3 | 0 | -1 | 9 | 1 | -0.2 | 0
37 | COc1cccc(C(=O)N[C@H](C(=O)N2CCC[C@H]2C(=O)NCCc2ccccc2Cl)c2ccccc2)c1 | . | . | 2 | . | 8 | . | 0.3 | 2
38 | CCOC(=O)c1cccc(P(C)(C)=O)c1 | 14 | -9 | 2 | -2 | 15 | 1 | 0.1 | -1
39 | COc1ccc(C)cc1NC(=O)c1cccc(-c2ccc(OC(C)=O)cc2)c1 | 5 | . | -2 | 12 | -10 | 3 | 0.0 | 1
40 | O=C(CCCc1c[nH]c2ccccc12)NCc1cccs1 | . | -3 | 2 | . | -9 | . | 5.9 | -14
41 | O=C(N/N=C/c1ccccc1)c1[nH]ncc1Br | . | -5 | 1 | 28 | -7 | . | -0.8 | 2
42 | C[C@H]1CN([C@@H](C)CO)C(=O)c2cccc(NS(=O)(=O)c3ccccc3)c2O[C@H]1CN(C)S(C)(=O)=O | 7 | -6 | -1 | -5 | 12 | -1 | -0.2 | 8
43 | COc1ccc(/C=C(\NC(=O)c2ccccc2)C(=O)N2CCCCC2)cc1OC | 4 | 0 | 2 | -2 | 4 | 0 | . | 0
44 | CC(C)(C)[C@@H]1COC(=O)[C@H](Cc2ccc(F)cc2)C/C=C\C[C@@H](CC(=O)N(CCO)Cc2ccccc2)C(=O)N1 | -13 | 4 | -3 | 4 | -1 | 2 | 0.0 | -4
45 | CCOc1cc(/C=C2\SC(=N)N(c3nonc3N)C2=O)ccc1OCCN1CCOCC1 | . | -5 | 0 | . | -26 | . | . | 7
46 | O=C(COc1ccc([N+](=O)[O-])cc1)N(C1CCCCC1)C1CCS(=O)(=O)C1 (centres undefined) | 4 | 27 | 2 | -1 | -12 | -2 | 2.6 | 0
47 | Cc1occc1C(=O)Nc1cccnc1 | -12 | -3 | . | -14 | . | -1 | . | .
48 | COCCCN(CCNC(=O)c1ccc(NC2=NC3CS(=O)(=O)CC3S2)cc1)Cc1ccco1 (centres undefined) | 0 | -2 | -1 | -7 | -5 | -1 | . | -6

# Profiles, quoted from the list. Screens in order: RAD54 inh	ARNT-TACC3 inh	Casp6 inh	esBAF inh	RAD52 inh	PglD DTNB	E-sel inducer	ERp5 inh
# COCCCN(CCNC(=O)c1ccc(NC2=NC3CS(=O)(=O)CC3S2)cc1)Cc1ccco1 (centres undefined) is listed as 0	-2	-1	-7	-5	-1	.	-6
# CC(C)(C)[C@@H]1COC(=O)[C@H](Cc2ccc(F)cc2)C/C=C\C[C@@H](CC(=O)N(CCO)Cc2ccccc2)C(=O)N1 is listed as -13	4	-3	4	-1	2	0.0	-4
# CCn1c2ccccc2c2cc(C3N=C(N)Nc4nc5ccccc5n43)ccc21 (centres undefined) is listed as 3	-5	-3	3	-12	1	.	2
# Cc1cc(NS(=O)(=O)c2ccc(NC(=O)c3ccc(Cl)cc3[N+](=O)[O-])cc2)no1 is listed as 9	1	4	-7	-1	5	0.0	6
# Cc1occc1C(=O)Nc1cccnc1 is listed as -12	-3	.	-14	.	-1	.	.

# Additional compounds
no. | smiles | RAD54 inh | ARNT-TACC3 inh | Casp6 inh | esBAF inh | RAD52 inh | PglD DTNB | E-sel inducer | ERp5 inh
49 | C=CCNC(=O)c1ccc(NC(=O)C2=CSCCO2)cc1 | -4 | -5 | . | -20 | . | 4 | . | .
50 | CCOc1ccc(NC(=O)CNC(=O)c2ccc([N+](=O)[O-])cc2)cc1 | . | -3 | 0 | . | -39 | . | 1.4 | 3
51 | C[C@@H]1CN([C@H](C)CO)C(=O)c2cccc(NC(=O)c3ccncc3)c2O[C@H]1CN(C)S(=O)(=O)c1ccc(F)cc1 | -3 | -10 | -1 | 1 | -3 | 1 | 0.1 | 1
52 | Cc1ccccc1NC(c1cccc(Cl)c1)c1nnnn1C1CCCCC1 (centres undefined) | -1 | -7 | 1 | . | -12 | 10 | . | -4
53 | Cc1ccccc1Cn1c2ccccc2c2cnn(CC(=O)NCCCN3CCN(C)CC3)c(=O)c21 | 21 | 11 | -88 | -1 | 71* | -7 | . | 0
54 | Cc1onc(C(=O)Nc2cccc(C(F)(F)F)c2)c1[N+](=O)[O-] | 5 | 1 | -1 | -5 | -8 | -2 | . | -1
55 | O=C(Nc1ccccc1)c1cccc(N2C(=O)C3C4C=CC(C5CC45)C3C2=O)c1 (centres undefined) | . | -8 | 4 | . | -12 | . | 0.5 | 3
